# TbPYK inhibitor: T. brucei pyruvate kinase inhibition. Q57TT1. TbPYK enzyme, Kinase-Glo Plus ATP luminescence, 45 min. Potency, µM (titrated, usually from 76.8 µM), for inactives: top-dose activity, negative = inhibition, usual class: inhibitors. 410,000 compounds, 0.12% hits; active means well fitted inhibition curve with a large enough effect; further: nearly all actives have a fitted effect of over 50% in size
#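 Luminescent Kinase-Glo Plus end-point after 45 min room-temperature reaction of T. brucei pyruvate kinase started with 130 uM ADP (final). Buffer TEA 50 mM pH 7.2 with KCl, MgCl2, BSA, Tween-20; titration-based qHTS with fitted concentration-effect curves.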
# The depositor's hits bear a star; [ ] = another dose, or the depositor's remark. On the % scale 0 is the no-effect control and ±100 the full control effect; potency means the concentration at half of the fitted maximal effect. A portion of the library; rates above refer to the full screens.
SMILES,TbPYK inhibitor
CCN1C(=O)CC(C(=O)Nc2ccc(OC)cc2)SC1=Nc1ccc(C)c(C)c1 (stereo not given),-1.3%
COc1ccc(-c2noc(N(c3nc(-c4ccc(OC)c(OC)c4)no3)c3ccccc3OC)n2)cc1OC,4.2%
CCOC(=O)c1c(C)[nH]c(CCC(=O)NCCCN2CCN(c3cccc(Cl)c3)CC2)c1C,-3.5%
COc1ccc(Cl)cc1NC(=O)NCc1noc2ccccc12,-1.9%
c1ccc(CSc2nnc(C3CCNCC3)o2)cc1,3.4%
Cc1c(Cl)cccc1-c1ccc(C(=O)Nc2ccc(F)cc2)o1,-0.2%
COCCCNC(=O)C1CCN(C(=O)c2cc3sccc3n2Cc2ccc(Cl)cc2)CC1,-0.3%
COc1ccccc1NC(=O)CSc1oc(-c2ccco2)nc1S(=O)(=O)c1ccc(Br)cc1,-3.3%
COC(=O)c1c(C)sc(-c2c(-c3ccc4c(c3)OCCO4)[nH]c3c2c(=O)[nH]c(=O)n3C)c1O,-4.9%
COCC(=O)N1CCC2(CC1)CCN(c1ccccn1)CC2,0.0%
COc1cccc(OC)c1C(=O)Nc1nc2c(s1)CCc1ccccc1-2,2.9%
O=C(C1CCN(c2ncnc3c2nc2n3CCCCC2)CC1)N1CCN(c2ccccc2)CC1,6.8%
Cc1oc2ncnc(N3CCCCC3)c2c1C(=O)N1CCN(c2ccc(Cl)cc2)CC1,1.0%
Cc1cc(C(=O)N2CCN(c3cc(Cl)ccc3C)CC2)c2c(C)nn(-c3ccccc3)c2n1,1.4%
N#Cc1ccccc1Cn1c(=O)n(-c2cccc(C(F)(F)F)c2)c(=O)c2sccc21,-6.3%
CC(C)(C)OC(=O)N1CCC(c2c(C(=O)NCc3cccs3)cnn2-c2ccc(F)cc2F)CC1,14.3%[15.4 µM]
COc1ccc(OC)c(NC(=O)Cn2c(=O)n(Cc3ccco3)c(=O)c3cc(OC)c(OC)cc32)c1,-11.4%
CCOc1ccc2nc(N3CCCC(C(=O)NCc4ccc(OC)cc4)C3)sc2c1 (stereo not given),-1.1%
Cc1nnc(NC(=O)CSc2nccn2-c2ccc(Cl)cc2)s1,2.0%
CSc1cccc(NC(=O)C2CCCN(C(=O)c3cnn(-c4ccc(F)cc4)c3-n3cccc3)C2)c1 (stereo not given),-2.8%
CC(=O)N1CCCc2ccc(NS(=O)(=O)c3cccc(Cl)c3)cc21,5.4%
CCCCC(=O)Nc1cc(-c2nc3cccnc3s2)ccc1C,-3.3%
CCOc1ccc(CCNC(=O)c2cnc3sc(N4CCCCC4)nn3c2=O)cc1,0.0%
Cc1ccc(C)c(CN2C(=O)C3(c4ccccc42)N(c2ccc(Cl)cc2)C(=O)CS3(=O)=O)c1 (stereo not given),-3.0%
COc1ccccc1N1CCN(C(=O)COc2ccccc2C#N)CC1,-2.7%

# Further results.
SMILES,TbPYK inhibitor
COc1ccc(-c2cn3nc(N4CCCC(C(=O)Nc5cc(Cl)ccc5OC)C4)sc3n2)cc1 (stereo not given),-1.1%[15.4 µM]
Cc1cccc(OCc2ccc(-c3nc(C#N)c(NCCN(C)C)o3)o2)c1,18.4%
COc1cc(C2C(C(=O)OCC(C)C)=C(C)N=C3SCCC(=O)N32)ccc1OCc1ccccc1 (stereo not given),1.0%
Cc1ccc(CNC(=O)c2cc(-c3ccc(C)cc3)nc3n[nH]c(-c4ccc(F)cc4)c23)cc1,-0.4%
O=C(CC(c1cccs1)N1Cc2ccccc2C1=O)Nc1cccc(F)c1 (stereo not given),2.5%
CCOc1ccccc1CNCCCSc1nnnn1C,-0.6%
CCN1CCSc2ccc(C(=O)NC(C)c3ccccc3)cc21 (stereo not given),0.7%
COc1cccc(Nc2ncc3nc(-c4ccc(F)cc4)c(=O)n(CCC#N)c3n2)c1,0.0%
CCOC(=O)c1noc2ncn(CC(=O)Nc3ccc(OC)c(Cl)c3)c(=O)c12,0.5%
CC(C)c1ccc(NC(=O)C2Cc3ccccc3N2C(=O)c2ccccc2)cc1 (stereo not given),3.9%
CCCCN(CC)CCCNC(=O)c1c(C)oc2ncnc(N3CCOCC3)c12,-0.7%
COc1ccccc1CNC(=O)c1cc2c(s1)-c1ccccc1OC2,-2.8%
Cc1cccc(N(CC(=O)NCCSCc2ccccc2)S(=O)(=O)c2ccccc2)c1C,-0.5%
COc1ccc(CNC(=O)CCCn2nc(C)c3sc4ccccc4c3c2=O)cc1OC,-6.9%
Cc1ccc(OC(=O)c2cc(-c3ccccc3)nc3ccc(C)cc23)cc1,0.8%
COC(=O)c1ccc(NC(=O)CC2C(=O)N(c3ccc(Cl)cc3)C(=O)N2Cc2ccco2)cc1 (stereo not given),1.3%
O=S(=O)(Nc1cccc(-c2ccc(N3CCCCCC3)nn2)c1)c1ccccc1,-1.3%
Cc1cc2c(cc1S(=O)(=O)CCC(=O)N1CCCC(C)C1)OCC(=O)N2 (stereo not given),3.4%
Cc1ccc(NC(=O)CN2C(=O)c3cccnc3Sc3ccccc32)cc1C,4.9%
Cc1cc2n(n1)CCCN2C(=O)Nc1ccccc1F,-1.3%
Oc1c(C(c2ccccc2)N2CCC3(CC2)OCCO3)sc2nc(-c3ccco3)nn12 (stereo not given),-9.3%
Cc1ccccc1S(=O)(=O)Cc1ccc(C(=O)N2CCN(c3cccc(Cl)c3)CC2)o1,-4.2%
CC(C)OCCCn1c(=O)c2ccccc2n2c(-c3ccccc3)nnc12,-1.4%
Cc1ccc(Cl)cc1NC(=O)C1CCCN(S(=O)(=O)c2c(C)noc2/C=C/N(C)C)C1 (stereo not given),0.4%
Cc1ccc(OCC(=O)N(Cc2ccc(N(C)C)cc2)CC2CCCO2)cc1C (stereo not given),-19.9%

# The results go on.
SMILES,TbPYK inhibitor
COc1ccccc1NC(=O)CN(C)S(=O)(=O)c1ccc2c(c1)c(=O)n(C)c(=O)n2C,-4.5%
COc1ccc(CNC(=O)CN2CCSc3ccccc32)c(OC)c1,5.0%
CCOc1ccc(CCNC(=O)c2ccc(Cn3c(=O)c4cccn4c4cccnc43)cc2)cc1,0.9%
COc1ccc(NC(=O)C2=C(C)Nc3ncnn3C2c2ccccn2)cc1 (stereo not given),4.1%
O=C(CC1N=C2c3ccccc3N=C(SCC(=O)Nc3ccc(F)cc3)N2C1=O)NCc1ccco1 (stereo not given),0.5%
CCN1CCN(c2ncc3c(n2)CC(c2ccccc2O)CC3=O)CC1 (stereo not given),1.9%
O=C(Nc1ccc2nc(SCC(=O)N3CCOCC3)sc2c1)c1ccccc1Cl,0.0%
CCCn1c(=O)c2sccc2n2c(CCCC(=O)N3CCN(c4cccc(C)c4C)CC3)nnc12,1.6%
CN1CCN=C(c2ccccc2)c2cc(Cl)ccc21,0.0%
CCC1CCCCN1C(=O)CSc1nc2c([nH]c3ccccc32)c(=O)n1-c1cccc(OC)c1 (stereo not given),0.1%
COc1cc2c(cc1OC)C(COc1ccc(F)cc1)N(C(=O)c1ccc(S(=O)(=O)N3CCCC3)cc1)CC2 (stereo not given),1.1%
COc1ccc(C(=O)Cn2c(=O)c(-c3cc(C)ccc3NC(C)=O)nc3ccccc32)cc1,1.2%
O=C(CSc1cn(CC(=O)N2CCOCC2)c2ccccc12)Nc1ccccc1C(F)(F)F,0.3%
CCCCc1ccc(Nc2ncnc3c2cnn3-c2ccc(C)cc2)cc1,3.2%
COc1ccc(CNC(=O)Cn2c(=O)c3cccn3c3ccccc32)cc1,0.3%
O=C(c1cc(C(F)(F)F)cc(C(F)(F)F)c1)N1CCC[C@@]2(CCN(Cc3ccccc3)C2)C1,0.5%
CC(C)c1ccc(S(=O)(=O)c2cnc(SCC(=O)Nc3ccc(F)cc3F)nc2N)cc1,0.9%
CC1CN(C(=O)Nc2ccc(C(=O)NCc3cccc(F)c3)cc2)c2ccccc2S1 (stereo not given),6.6%
Cc1c(Cl)cccc1-n1nc(C)c2c(C(=O)NCc3ccccc3)cc(C3CC3)nc21,-6.7%
COc1ccc(-c2cn3nc(N4CCCC(C(=O)Nc5cc(C)cc(C)c5)C4)sc3n2)cc1 (stereo not given),-1.2%[15.4 µM]
Cc1cc(C(=O)Nc2c(C)nc3ccccn3c2=O)ccc1[N+](=O)[O-],2.4%
COc1cc(NC(=O)Cn2c(=O)cc(C)c3c(C)nn(-c4ccc(C)cc4)c32)cc(OC)c1,-2.1%
COc1ccc(S(=O)(=O)N(CC(=O)Nc2cc(C)ccc2OC)Cc2ccccc2)cc1,-14.3%
COc1cccc(-c2nc(S(=O)(=O)c3ccccc3)c(NCc3ccccc3)o2)c1,1.4%
COc1cccc(C(=O)Nc2ccc(C(=O)OCc3cc(=O)n4cc(C)sc4n3)cc2)c1,-7.0%

# (list continues)
SMILES,TbPYK inhibitor
COc1ccccc1NC(=O)Cn1cc(C(=O)c2ccncc2)c(=O)c2cc(C)ccc21,7.2%
Cc1ccc(Cl)cc1N1CCN(C(=O)CN2C(=O)COc3ccc(S(=O)(=O)N4CCC(C)CC4)cc32)CC1,1.4%
Cc1cccc(C(=O)NC2(C(F)(F)F)N=C(c3ccccc3)N(C3CCCCC3)C2=O)c1 (stereo not given),4.8%
CCOC(=O)c1cc(OC(=O)c2cc(OC)cc(OC)c2)n(-c2ccccc2)n1,-6.8%
CCc1ccc(C2c3c(-c4ccccc4O)n[nH]c3C(=O)N2Cc2ccncc2)cc1 (stereo not given),-1.6%
CCOC(=O)c1c(C)[nH]c(CCC(=O)Nc2c(Cl)cc(OC)cc2OC)c1C,-3.9%
COc1ccc(Br)cc1CNC(=O)c1nn(-c2ccc(C)cc2)c(=O)c2c1c1ccccc1n2C,-3.7%
COC(=O)c1ccc(NC(=O)CC2Nc3cc(C)c(C)cc3NC2=O)cc1 (stereo not given),5.1%
CCc1ccc(Sc2cc(C(=O)NCCCOC(C)C)c3ccccc3n2)cc1,0.0%
CCOC(=O)c1c(NC(C)=O)c2c3c(sc2n1Cc1cccc(Cl)c1)CCCC3,-1.8%
Cc1cccc(C(=O)NCC(c2ccc3c(c2)OCO3)N2CCN(c3ccccc3F)CC2)c1 (stereo not given),2.7%
CCOC(=O)c1ccc(CN(Cc2ccc(Cl)cc2Cl)S(=O)(=O)c2ccc(F)c(C)c2)cc1,4.5%
O=C(Nc1ccc(Cl)cc1)c1cc2c(Cl)nc3ccccc3c2s1,-11.2%
CC(C)CC(=O)Nc1ccc(C(=O)OCc2cc(=O)n3nc(C4CCCCC4)sc3n2)cc1,0.2%
CCOc1ccc(N(CC)C(=O)c2cc3c(=O)oc4ccccc4c3s2)cc1,-5.6%
O=C(Cn1c(=O)n(CCCS(=O)(=O)C2CCCCC2)c(=O)c2ccccc21)Nc1ccccc1C(F)(F)F,-2.3%
COc1ccc(OC)c(-n2nnc3c(sc4nc(C)c(Br)c(C)c43)c2=O)c1,-3.9%
CCOCCCn1c(=N)c(S(=O)(=O)c2ccc(Cl)cc2)cc2c(=O)n3cccc(C)c3nc21,-0.4%
CCC1Oc2ccc(Cl)cc2N(CC(=O)NCCc2ccc(Cl)cc2)C1=O (stereo not given),-2.6%
COc1ccc(-n2c(SC)nc3sc4c(c3c2=O)CCN(C(C)=O)C4)cc1,2.4%
Brc1ccc(-c2csc(-c3nc(-c4ccc(Br)s4)cs3)n2)cc1,0.2%
COc1ncc2nc(C)c(=O)n(C[C@H]3CCCO3)c2n1,-7.3%
O=C(CSc1ncc2c(n1)-c1cc(Cl)ccc1N(Cc1ccccc1)S2(=O)=O)NCc1ccccc1,-2.5%
COc1ccc(CCNC(=O)CN(c2ccccc2)S(=O)(=O)N(C)C)cc1,-3.9%
CCOc1ccc(-n2nc3ccc(NC(=O)Cc4ccccc4)cc3n2)cc1,-1.1%
COc1ccc(OC)c(-n2nnc(-c3nc(-c4cc(OC)c(OC)c(OC)c4)no3)c2C)c1,-4.1%
Cc1cc(C)cc(NC(=O)Cn2c(=O)n(CC(=O)NCCc3ccccc3)c(=O)c3ccccc32)c1,-1.6%
CCSc1ncc(Cl)c(C(=O)N(Cc2ccccc2)Cc2ccco2)n1,-1.2%

# High-throughput results deposited in PubChem BioAssay by National Center for Advancing Translational Sciences (NCATS).
